High-throughput results: PubChem BioAssay, Southern Research Specialized Biocontainment Screening Center
H1N1 NS1A inhibition – NS1A inhibition, H1N1 influenza, cell based functional assay (AID 504329). NS1A functional cell-based assay, percent inhibition; higher % means a stronger effect. inhibition, % at 12.5 µM, or IC50 in µM where a hit was titrated. hit rate 0.3% among 340,000; in the data active = a potency from the dose series; inconclusive = inhibition above about 27% without an active follow-up result; also: strong numbers were not always called active
M. tuberculosis – growth inhibition of non-replicating M. tuberculosis (AID 488890). Mycobacterium tuberculosis non-replicating, growth inhibition; higher % means a stronger effect. inhibition, % at 25 µM; hits with a dose series show IC50 in µM. hit rate 0.39% among 320,000; in the data active = a potency from the dose series; inconclusive = inhibition mostly from about 82% at the one dose, without a potency; inactive = the rest, 99 in 100 with inhibition below about 76%;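 also: plate controls were DMSO cells for no effect and high antibiotic wells for full effect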
Salmonella PhoP GFP – Inhibition of PhoP regulon, Salmonella typhi GFP reporter cells, confirmation, 4 h (AID 1850); Salmonella Typhi PhoP-promoter GFP reporter, fluorescence, 4 h; higher % means a stronger effect; one-dose inhibition, % at 50 µM; IC50 in µM for titrated hits; hit rate 0.33% among 310,000; in the data active = a potency from the dose series; inconclusive = inhibition mostly from about 25% at the one dose, without a potency; inactive = the rest, 99 in 100 with inhibition below about 19%;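 also: 0% = induced wells with vehicle and 100% = uninduced wells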
VEEV TC-83 Vero – inhibitors of VEEV TC-83 cytopathic effect, confirmation, Vero cells (AID 588727); Vero cells, VEEV TC-83 cytopathic effect inhibition; higher % means a stronger effect; one-dose inhibition, % at 20 µM; IC50 in µM for titrated hits; hit rate 0.13% among 350,000; in the data active = a potency from the dose series; inconclusive = inhibition mostly from about 14% at the one dose, without a potency; inactive = the rest, 99 in 100 with inhibition below about 12%; also: strong numbers were not always called active
M. tuberculosis HTS – M. tuberculosis growth inhibition, HTS (AID 449762); one-dose inhibition, % at 25 µM; IC50 in µM for titrated hits; hit rate 0.59% among 330,000; M. tuberculosis H37Rv growth inhibition, 7H9 media; higher % means a stronger effect; in the data active = a potency from the dose series; inconclusive = inhibition above about 70% without an active follow-up result;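 also: bacterial growth assessed after seven days of incubation; strong numbers were not always called active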
VEEV TC-83 Vero 10K pilot screen – also measured in VEEV TC-83 Vero; calls as there; inhibition, %; measured here: 10K pilot screen inhibition
An asterisk follows results filed as active; i = inactive; ? = inconclusive; · = no result given. This is a random part of the collection; any-hit rate near 1.5%.

SMILES	H1N1 NS1A inhibition	M. tuberculosis	Salmonella PhoP GFP	VEEV TC-83 Vero	M. tuberculosis HTS	others
Cc1cc(C)cc(NC(=S)N(Cc2ccc(Cl)cc2)Cc2ccc(C(=O)O)cc2)c1	-6%	9%	1%	2.5%	4%
CC(OC(=O)Cn1cnc2c1c(=O)n(C)c(=O)n2C)C(=O)NC1CCCCC1C (stereo not given)	-9%	-9%	-7%	2.0%	-8%
COCC(=O)Oc1c(S(=O)(=O)c2ccccc2)c(C)nn1C(C)(C)C	0%	10%	-5%	0.0%	5%
O=C(OCc1ccccc1)/C(=C/c1cccc2ccccc12)NC(=O)c1ccccc1	13%	-17%	3%	i	7%
COc1ccc(F)cc1C(=O)C1CCCN(Cc2ccc(Oc3ncccn3)cc2)C1 (stereo not given)	3%	13%	7%	0.6%	-7%
NC(=S)N/N=C/c1c[nH]c2ccc(OCc3ccccc3)cc12	3%	10%	-8%	7.6%	64%
Cc1ccc(-n2c(CCC(=O)O)ccc2-c2cccs2)cc1C	0%	58%	17%	1.4%	-1%	VEEV TC-83 Vero 10K pilot screen=0.0
CCCCN(C)C(=O)c1ccc2c(c1)S(=O)(=O)c1ccccc1C2=O	-5%	4%	-17%	1.2%	0%
O=C1CCCN1c1ccc(S(=O)(=O)N2CCC(c3ccccc3)CC2)cc1	-4%	-9%	-1%	i	-4%
Cc1ccc(-n2nnnc2SCC(=O)N2Cc3ccccc3CC2C(=O)O)cc1 (stereo not given)	0%	-24%	9%	0.5%	0%
COc1ccc([N+](=O)[O-])cc1NC1CCN(C(=O)c2cccs2)CC1	-17%	9%	-9%	7.2%	-6%
CCN1C(=O)[C@H]2[C@@H](c3ccc(-c4ccc(OC)cc4)c(OC)c3)N[C@@](CC(C)C)(C(=O)OC)[C@H]2C1=O	-1%	5%	·	0.7%	5%

A draw from above in order of molar mass, low to high:
SMILES	H1N1 NS1A inhibition	M. tuberculosis	Salmonella PhoP GFP	VEEV TC-83 Vero	M. tuberculosis HTS	others
Cc1ccc(-n2c(CCC(=O)O)ccc2-c2cccs2)cc1C	0%	58%	17%	1.4%	-1%	VEEV TC-83 Vero 10K pilot screen=0.0
COCC(=O)Oc1c(S(=O)(=O)c2ccccc2)c(C)nn1C(C)(C)C	0%	10%	-5%	0.0%	5%
COc1ccc(F)cc1C(=O)C1CCCN(Cc2ccc(Oc3ncccn3)cc2)C1 (stereo not given)	3%	13%	7%	0.6%	-7%

New compounds follow:
SMILES	H1N1 NS1A inhibition	M. tuberculosis	Salmonella PhoP GFP	VEEV TC-83 Vero	M. tuberculosis HTS	others
COc1ccccc1NS(=O)(=O)c1ccc(O)c(NC(=S)NCC2CCCO2)c1 (stereo not given)	4%	40%	-1%	1.1%	-4%
O=S(=O)(NCCn1ccc2ccccc21)c1ccccc1	6%	-9%	-4%	1.6%	-2%
Cn1c(=O)c2c(nc(C(O)c3ccccc3)n2C)n(C)c1=O (stereo not given)	-13%	·	·	2.4%	·
COc1ccccc1-c1c(C)nn2c(NCCN3CCCC3)cc(C)nc12	9%	·	1%	1.0%	-15%
COc1cccc(OCC(O)CN2CCN(c3ccccn3)CC2)c1 (stereo not given)	7%	-4%	-4%	0.8%	1%
Cc1ccccc1SCC(=O)NNC(=O)c1ccccc1O	-9%	-9%	-5%	6.9%	6%
CSc1nsc(NC(=O)CCNC(=O)c2ccc([N+](=O)[O-])cc2)n1	5%	38%	9%	1.9%	10%
COc1cccc(/C=c2\s/c(=C\C(=O)C(C)(C)C)[nH]c2=O)c1	-2%	?	-10%	12%	?
Cc1ccc(-c2csc(SCC(=O)Nc3cc(C)on3)n2)cc1	2%	79%	-3%	2.5%	2%
Cc1ccc2cc(CN(Cc3ccco3)C(=S)NCC3CCCO3)c(=O)[nH]c2c1 (stereo not given)	1%	25%	-5%	7.8%	-7%
O=S(=O)(Nc1nc2ccccc2nc1Cl)c1ccc(F)cc1	-6%	22%	-1%	2.0%	-1%
N#CCC(=O)Nc1ccc(C(=O)OCC(=O)N=c2sccn2Cc2ccccc2Cl)cc1	-10%	40%	0%	12%	14%
O=C(NCCCN1CCN(c2ccc(F)cc2)CC1)NC12CC3CC(CC(C3)C1)C2	-6%	80%	0%	i	?
COc1ccc(NC(=O)C2CCN(c3nnnn3-c3ccccc3)CC2)cc1	-5%	2%	-15%	2.4%	-6%
COC(=O)c1c(C)[nH]c(C(=O)C(C)OC(=O)C2CC(=O)N(CCc3ccccc3)C2)c1C (stereo not given)	-11%	8%	·	1.6%	4%
Cc1cc(OCC(=O)N[C@@H](Cc2ccccc2)C(=O)O)c2c3c(c(=O)oc2c1)CCCC3	-5%	13%	8%	3.0%	-3%
COc1ccc(OC)c(N(C)S(=O)(=O)c2cc3c(cc2C)NC(=O)CO3)c1	5%	34%	-9%	2.2%	-6%	VEEV TC-83 Vero 10K pilot screen=1.5
O=C(COC(=O)[C@H](Cc1c[nH]c2ccccc12)NC(=O)c1ccc(Cl)cc1)Nc1ccc2c(c1)OCO2	1%	2%	5%	1.6%	-11%
Oc1ccc(C=Nc2ccc3ncccc3c2)c(O)c1	·	19%	27%	·	?
O=C(OCCC12CC3CC(CC(C3)C1)C2)c1ccc(NCc2cc(O)ccc2O)cc1	-14%	·	·	7.8%	·
Nc1cccc2c1C(=O)N(C(=O)/C=C/c1ccc(F)cc1)C2=O	-11%	6%	-5%	i	4%
O=C(COC(=O)c1cc(-c2ccccc2)nc2ccccc12)NC1CC1	6%	3%	·	2.1%	6%
COc1ccc(NC2c3ncccc3C(=O)N2Cc2ccccc2)c(OC)c1 (stereo not given)	27%	32%	-3%	2.3%	0%
O=C(Nc1csc(Cc2c(Cl)cccc2Cl)n1)NN1CCOCC1	-17%	13%	-1%	i	8%
CC(C)(C)c1cc(C(F)(F)F)n2ncc(-c3ccccc3)c2n1	9%	-5%	-14%	0.3%	4%
COCCn1c(=NC(=O)c2sc3ccccc3c2Cl)sc2cc(S(N)(=O)=O)ccc21	10%	5%	-5%	0.3%	-9%

Among those listed so far, these have a COOH group.
SMILES	H1N1 NS1A inhibition	M. tuberculosis	Salmonella PhoP GFP	VEEV TC-83 Vero	M. tuberculosis HTS	others
Cc1cc(C)cc(NC(=S)N(Cc2ccc(Cl)cc2)Cc2ccc(C(=O)O)cc2)c1	-6%	9%	1%	2.5%	4%
Cc1ccc(-n2c(CCC(=O)O)ccc2-c2cccs2)cc1C	0%	58%	17%	1.4%	-1%	VEEV TC-83 Vero 10K pilot screen=0.0
Cc1ccc(-n2nnnc2SCC(=O)N2Cc3ccccc3CC2C(=O)O)cc1 (stereo not given)	0%	-24%	9%	0.5%	0%
Cc1cc(OCC(=O)N[C@@H](Cc2ccccc2)C(=O)O)c2c3c(c(=O)oc2c1)CCCC3	-5%	13%	8%	3.0%	-3%

Five consecutive records from above, for reference:
SMILES	H1N1 NS1A inhibition	M. tuberculosis	Salmonella PhoP GFP	VEEV TC-83 Vero	M. tuberculosis HTS	others
COc1ccc(NC(=O)C2CCN(c3nnnn3-c3ccccc3)CC2)cc1	-5%	2%	-15%	2.4%	-6%
COC(=O)c1c(C)[nH]c(C(=O)C(C)OC(=O)C2CC(=O)N(CCc3ccccc3)C2)c1C (stereo not given)	-11%	8%	·	1.6%	4%
Cc1cc(OCC(=O)N[C@@H](Cc2ccccc2)C(=O)O)c2c3c(c(=O)oc2c1)CCCC3	-5%	13%	8%	3.0%	-3%
COc1ccc(OC)c(N(C)S(=O)(=O)c2cc3c(cc2C)NC(=O)CO3)c1	5%	34%	-9%	2.2%	-6%	VEEV TC-83 Vero 10K pilot screen=1.5
O=C(COC(=O)[C@H](Cc1c[nH]c2ccccc12)NC(=O)c1ccc(Cl)cc1)Nc1ccc2c(c1)OCO2	1%	2%	5%	1.6%	-11%
